# T cell HTS = T cell immune modulation candidate. calls only at 7 µM. 330,000 tested, 0.068% active. 2C CD8+ T cell-vesicle binding, flow cytometry; hits give low values;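 active = response, share of CD8 T cells binding vesicles, and their 90th percentile fluorescence all below set limits, cut at about 80% in these data, passing the limit was not always enough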
#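 Incubation: binding step 1.5 h, 37 °C, antibody labelling 20 min, ice; system: murine 2C transgenic CD8+ T lymphocytes; technique: cytometric PE anti-B7-1 and Alexa647 anti-CD8 signals after 1% paraformaldehyde fixation; also added: QL9-charged Drosophila Ld/ICAM-1/B7-1 vesicles; control set: naked versus QL9-loaded vesicles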
# T cell HTS vesicle-bound % = further read-out of T cell HTS, marked with its call; double positive events, %; measured here: CD8+ vesicle-bound cell fraction;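 binding gate set so that unloaded-vesicle control wells show 10% double positive cells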
# An asterisk follows results filed as active; i = inactive.
T cell HTS vesicle-bound %,T cell HTS,mol
16,i,O=S(=O)(c1ccc(SCCOc2ccccc2Cl)nc1)N1CCCC1
54,i,COCCN(Cc1ccccc1)C(=O)c1cc(S(=O)(=O)N2CCCCCC2)ccc1OC
44,i,Cc1c(Cl)cccc1NC(=O)CNC(=O)Cc1c[nH]c2ccccc12
25,i,COc1ccc(CN2CCNC(=O)C2CC(=O)N(C)CC2CCOCC2)c(F)c1 (stereo unspecified)
54,i,COc1cc(/C=C/C(=O)OCC(=O)c2ccc3c(c2)NC(=O)CO3)ccc1OC(F)F
57,i,CC(=O)Nc1cccc(NC(=O)c2ccccc2OCc2c(C)noc2C)c1
31,i,CC(C)Oc1ccccc1/C=N/n1nnnc1N
54,i,CC(=O)c1c(C)[nH]c(C(=O)COC(=O)CN2C(=O)C3CCCCC3C2=O)c1C (stereo unspecified)
42,i,Cc1cccc(NC(=O)CSCC(=O)Nc2sccc2C#N)c1
34,i,CCN(C(=O)COC(=O)CCCOc1ccccc1)c1c(N)n(Cc2ccccc2)c(=O)[nH]c1=O
16,i,Cc1ccc(NC(=O)CN(C)C(=O)COC(=O)c2ccc(Cl)cc2O)cc1
17,i,COc1ccc(-c2oc3ccc(-c4ccc5c(c4)OCO5)cc3c2C#CC2(O)CCCCC2)cc1
49,i,Cc1ccc(CNC(=O)CSc2nccn(-c3ccc(C)c(F)c3)c2=O)cc1
32,i,Cc1ccc(Cn2c(C(C)Nc3nc(-c4ccc(Cl)cc4)cs3)nc3cc(C(=O)NCCCO)ccc32)cc1 (stereo unspecified)
43,i,CCn1nc(C(=O)NCC2COc3ccccc3O2)c2ccccc2c1=O (stereo unspecified)
12,i,C=CC(=O)Nc1ccc(Nc2nc(NC3CCC(N(C)C)CC3)nc3c2ncn3C(C)C)cc1 (stereo unspecified)
32,i,O=C(O)CSc1cccnc1Sc1ccc(Cl)cc1
25,i,C/C(=N\n1c(C)nc2ccccc2c1=O)c1ccc(N)cc1
29,i,O=C(NCC(c1ccc(F)cc1)N1CCOCC1)c1ccc(OCc2ccccc2)cc1 (stereo unspecified)
35,i,CCCCN(C(=O)Cc1ccc2c(c1)OCCO2)c1c(N)n(CCC)c(=O)[nH]c1=O

# Reformatted field by field: entries from further up
CCn1nc(C(=O)NCC2COc3ccccc3O2)c2ccccc2c1=O (stereo unspecified)
  T cell HTS vesicle-bound %: 43 | T cell HTS: i

C=CC(=O)Nc1ccc(Nc2nc(NC3CCC(N(C)C)CC3)nc3c2ncn3C(C)C)cc1 (stereo unspecified)
  T cell HTS vesicle-bound %: 12 | T cell HTS: i

O=C(O)CSc1cccnc1Sc1ccc(Cl)cc1
  T cell HTS vesicle-bound %: 32 | T cell HTS: i

# Next results
T cell HTS vesicle-bound %,T cell HTS,mol
60,i,NC(=O)c1cc[n+](CC(=O)NC(=O)Nc2ccccc2)cc1
39,i,COc1ccc(NS(=O)(=O)c2ccc(NC(=O)c3ccccn3)cc2)cc1
37,i,Cc1cc(NC(=O)CSCC(=O)N2CCN(c3cccc(C)c3C)CC2)no1
4,i,COc1ccccc1CNC(=O)COn1nnc2ccc(S(=O)(=O)N3CCOCC3)cc21
36,i,CCCCN(C(=O)CSCC(=O)Nc1ccc(C)cc1)c1c(N)n(Cc2ccccc2)c(=O)[nH]c1=O
26,i,O=C(OCc1nc2ccsc2c(=O)[nH]1)c1ccc(Cl)s1
10,i,CN(Cc1ccc(CNC[C@H]2O[C@@H](n3cnc4c(N)ncnc43)[C@H](O)[C@@H]2O)o1)S(C)(=O)=O
16,i,COc1ccccc1NC(=O)c1sc2nc(C)cc(C)c2c1N
31,i,COc1ccc(OCCN2CCN(C(=O)c3ccc(OC)c(OC)c3)CC2)cc1
51,i,O=C(O)CCN(CC(=O)c1ccc(Cl)cc1)S(=O)(=O)c1ccc([N+](=O)[O-])cc1
22,i,CC1=C(N2CCN(c3ncccn3)CC2)CCC1=O
28,i,O=c1c2ccccc2sc2ccc(C#CC3(O)CCCCC3)cc12
42,i,Cc1noc(C)c1NC(=O)N(C)C[C@H]1Oc2ccc(NC(=O)Nc3ccc(C(F)(F)F)cc3)cc2C(=O)N([C@H](C)CO)C[C@@H]1C
60,i,CC1=NNC(=O)C1Cc1ccccc1C (stereo unspecified)
28,i,CC(C)(C)C(=O)Nc1cc(NC(=O)C(C)(C)C)cc(C(=O)Nc2c[nH]c(=O)[nH]c2=O)c1
58,i,Cc1ccccc1NS(=O)(=O)c1ccc(C(=O)NNC(=O)c2ccccc2O)cc1
12,i,C=CCN(C(=O)OC(C)(C)C)S(=O)(=O)NCc1ccccc1
58,i,CCCn1c(CN2CCN(C(=O)OCC)CC2)nc2cc(NC(C)=O)ccc21
39,i,CCCCN(Cc1ccc(C(=O)N[C@H](C(=O)O)C(C)C)cc1)C(=O)C(c1ccccc1)c1ccccc1
8,i,O=S(=O)(c1cccc(Cl)c1)N1CCSc2ccccc21

# Part of the list above, with each value named:
C/C(=N\n1c(C)nc2ccccc2c1=O)c1ccc(N)cc1
  T cell HTS vesicle-bound %: 25	T cell HTS: i
O=C(NCC(c1ccc(F)cc1)N1CCOCC1)c1ccc(OCc2ccccc2)cc1 (stereo unspecified)
  T cell HTS vesicle-bound %: 29	T cell HTS: i
CCCCN(C(=O)Cc1ccc2c(c1)OCCO2)c1c(N)n(CCC)c(=O)[nH]c1=O
  T cell HTS vesicle-bound %: 35	T cell HTS: i
NC(=O)c1cc[n+](CC(=O)NC(=O)Nc2ccccc2)cc1
  T cell HTS vesicle-bound %: 60	T cell HTS: i

# New compounds follow
T cell HTS vesicle-bound %,T cell HTS,mol
18,i,Cc1ccc(C)c(S(=O)(=O)N2CCN(C(=O)c3cccn3C)CC2)c1
50,i,CCN(CC(=O)NC1CCS(=O)(=O)C1)C(=O)c1cc(OC)c(OC)c(OC)c1 (stereo unspecified)
51,i,COc1ccccc1CNC(=O)COC(=O)c1ccc(C(=O)c2ccccc2)cc1
8,i,CCOC(=O)C1CCN(C(=O)c2cc(S(=O)(=O)N3CCCCCC3)ccc2OC)CC1
15,i,O=C(Cc1ccc(S(=O)(=O)N2CCOCC2)s1)Oc1ccc(F)cc1
22,i,Cc1cc(SCC(=O)NCCCN2CCCC2=O)nc2ccccc12
53,i,O=C(NCCc1ccc(F)cc1)c1ccc2c(=O)n3c(nc2c1)CCC3
21,i,COc1ccc2sc(-c3ccccc3OC)c(C#CCCO)c2c1
43,i,Cc1ccc(N(Cc2ccccc2)C(=O)c2cc(S(=O)(=O)N3CCOCC3)ccc2F)cc1
23,i,Cc1cc(Br)ccc1NC(=O)CN(C)C(=O)CSCc1ccccc1
18,i,CCOC(=O)N1CCN(C(=O)COC(=O)c2ccccc2NCCO)CC1
49,i,O=C(C[C@H]1C/C=C\C[C@@H](Cc2ccc(F)cc2)C(=O)O[C@@H](c2ccccc2)CNC1=O)NCCO
50,i,COc1cccc(N2CCN(C(=O)c3cc4c(s3)CCCCC4)CC2)c1
18,i,COC(=O)C1=C(COc2ccccc2)NC(=O)NC1c1ccc(Cl)cc1 (stereo unspecified)
32,i,O=C(c1ccccc1OC(F)F)N1CCN(S(=O)(=O)c2ccc3c(c2)OCCCO3)CC1
58,i,CCCCn1c(N)c(N(CCOC)C(=O)C2CC(=O)N(c3cccc(SC)c3)C2)c(=O)[nH]c1=O (stereo unspecified)
14,i,C[C@H](CO)N1C[C@H](C)[C@@H](CN(C)S(=O)(=O)c2cccs2)Oc2c(NC(=O)Nc3ccccc3)cccc2C1=O
37,i,CCCN(CC(=O)Nc1ccccc1C)C(=O)C1CC(=O)N(c2cccc(C)c2C)C1 (stereo unspecified)
31,i,COc1ccccc1CNC(=O)CSc1ncc(C(=O)Nc2ccccc2)c(=O)n1C
50,i,O=C(COC(=O)c1cc([N+](=O)[O-])ccc1N1CCOCC1)Nc1ccccc1OC(F)F
24,i,COc1ccc(/C=C2\Oc3cc(OCC(=O)N4CC(O)C[C@H]4C(=O)O)ccc3C2=O)c(OC)c1OC (stereo partly specified)
50,i,O=C(COC(=O)c1cc(Cl)ccc1O)NCC1CCCO1 (stereo unspecified)
56,i,CC1CCCCC12NC(=O)N(CC(=O)Nc1ccc3c(c1)OCCCO3)C2=O (stereo unspecified)
18,i,O=C(NCc1ccco1)C1CCN(S(=O)(=O)c2ccccc2C(F)(F)F)CC1
6,i,CN(C)S(=O)(=O)c1ccc(Cl)c(C(=O)NNC(=O)Cc2nc3ccccc3n2C)c1
54,i,COc1cccc(CNC(=O)COC(=O)c2cc(Br)c(Br)s2)c1
16,i,Cc1ccc2nc3c(nc2c1C)CCCC3
17,i,CC(=O)Oc1ccc([C@@H]2COc3c(ccc4c3C=CC(C)(C)O4)C2)c(OC(C)=O)c1
7,i,C[C@H](CO)N1C[C@H](C)[C@@H](CN(C)C(=O)Nc2ccccc2)Oc2c(NS(=O)(=O)c3ccccc3)cccc2C1=O
52,i,CCOc1ccc(C(=O)CCC(=O)NNC(=O)c2ccncc2)cc1

# A stretch from the list above, as a working copy:
T cell HTS vesicle-bound %,T cell HTS,mol
24,i,COc1ccc(/C=C2\Oc3cc(OCC(=O)N4CC(O)C[C@H]4C(=O)O)ccc3C2=O)c(OC)c1OC (stereo partly specified)
50,i,O=C(COC(=O)c1cc(Cl)ccc1O)NCC1CCCO1 (stereo unspecified)

# Going on with the list.
T cell HTS vesicle-bound %,T cell HTS,mol
45,i,CCC(C)n1c(SCC(=O)Nc2ccc3[nH]c(=O)[nH]c3c2)nc2ccccc2c1=O (stereo unspecified)
46,i,O=C(CSc1nncs1)Nc1ccc(N2CCCCC2)cc1
35,i,O=C(Cn1ccnc1)c1ccc(O)c(O)c1
21,i,CCOc1cc(N2CCOCC2)c(OCC)cc1NC(=O)COc1cccc(CC)c1
12,i,Cc1ccc(NC(=O)c2ccsc2)cc1NS(C)(=O)=O
26,i,COc1ccc(CNC(=O)CCCSc2ccccc2)cc1
44,i,CN(c1ccccc1)S(=O)(=O)c1cccc(C(=O)NC2CCCCC2)c1
25,i,CCN(CC)C(=O)c1cccc(C)c1
31,i,COc1ccc(S(=O)(=O)Nc2ccc3c(c2)C(=O)N([C@@H](C)CO)C[C@H](C)[C@H](CN(C)CC2CC2)O3)cc1
33,i,COc1ccc(-c2nc3cnccn3c2NCc2ccccc2)cc1SC1CCCCC1
35,i,CCCN(CC(=O)Nc1ccccc1OC)C(=O)c1ccc2[nH]c3c(c2c1)CC(C)CC3 (stereo unspecified)
37,i,O=C(Nc1ccc(Br)cn1)c1cccc2ccccc12
39,i,CC(C)(C)OC(=O)NCCCCCc1cn(CC(=O)NCCCCCCCCCCC(=O)N2CCN(C(=O)OC(C)(C)C)CC2)nn1
12,i,CCOC(=O)C1=CC[C@H]2c3c(c4ccccc4n3C)C(=O)C1N2Cc1ccccc1
6,i,COc1ccc(OCCOC(=O)c2ccc(F)c(S(=O)(=O)N3CCOCC3)c2)cc1
13,i,CN(CCOc1ccc(Cl)cc1)C(=O)CN1C(=O)NC2(CCCC2)C1=O
62,i,O=C(COc1ccc2ccccc2c1)NNC(=O)c1ccccc1
50,i,CC(=O)c1ccc(N2CCN(C(=O)c3cc(S(=O)(=O)N4CCOCC4)ccc3C)CC2)cc1
38,i,CCc1nnc(NC(=O)CN2C(=O)NC3(CCCC3)C2=O)s1
38,i,c1ccc(C[C@H]2CNCCN2CC2(c3ccccc3)CC2)cc1
13,i,Cc1ccc(C)c(NC(=O)C(OC(=O)c2ccc(NC(=O)CC#N)cc2)c2ccccc2)c1 (stereo unspecified)
64,i,O=C(/C=C(\O)c1ccccc1)C(=O)NNC(=O)c1ccccc1
37,i,Cc1cccc(N2CCN(C(=O)CNC(=O)Cc3ccccc3)CC2)c1C
29,i,CCC(NC(=O)CCc1c(C)c2cc3c(C)c(C)oc3cc2oc1=O)C(=O)N[C@@H](Cc1ccccc1)C(=O)O (stereo partly specified)
54,i,O=C(NCCC1CCCCN1S(=O)(=O)c1ccccc1)C(=O)NCC1CCCO1 (stereo unspecified)
40,i,C=CCn1c(=O)c2c(nc(-c3ccc(S(=O)(=O)O)cc3)n2C)n(C)c1=O
28,i,Cc1ccc(NS(=O)(=O)c2ccc(C)c(C(=O)NCC(c3ccccc3)N(C)C)c2)cc1 (stereo unspecified)
33,i,O=C(CNC(=O)C12CC3CC(CC(C3)C1)C2)Nc1ncccc1O
53,i,O=C(OCC(=O)N1CCCCC1)c1ccc2ccccc2n1
52,i,O=C(CSc1nc2[nH]c(=O)cc(O)c2s1)Nc1nccs1
25,i,COc1ccccc1NS(=O)(=O)c1ccc(C(=O)N2CCCC(C(F)(F)F)C2)cc1 (stereo unspecified)
34,i,CC(C)[C@@]1(c2ccccc2)ON(c2ccccc2C(F)(F)F)C1=O
16,i,COc1ccc(C(C(=O)NCC2CCCO2)N(C(=O)CNC(=O)c2ccco2)c2cc(C)ccc2C)cc1OC (stereo unspecified)
10,i,CCOc1ccc(CCNC(=O)COC(=O)c2cccnc2Cl)cc1OCC
53,i,CCN(CC)C(=O)c1cccc(NC(=O)C2CCN(C(=O)c3cccs3)CC2)c1
12,i,CCN(CC(=O)Nc1ccc(NC(C)=O)cc1)C(=O)C1CCCN(C(=O)c2ccc(Cl)cc2)C1 (stereo unspecified)
34,i,COc1ccc(OC)c(/C=N/NC(=O)c2ccc[n+](CC(=O)c3ccccc3)c2)c1
34,i,CC(C)c1ccc(S(=O)(=O)N2CCN(C(=O)C3=COCCO3)CC2)cc1
34,i,CNC(=S)N(C)/N=C1/C(=O)N(Cc2c(Cl)cccc2Cl)c2ccccc21
51,i,O=C(NNc1nccc(C(F)(F)F)n1)Nc1cccc(Cl)c1
50,i,CN(C(=O)c1ccc2c(c1)OCCO2)c1c(N)n(Cc2ccccc2)c(=O)[nH]c1=O
26,i,O=C(COC(=O)C1=NN(c2ccccc2)C(=O)CC1)Nc1nc(-c2ccc(F)cc2)cs1

# Source: PubChem (NMMLSC)

# An excerpt; the hit share may differ from the screen's.
